GPR151 activ: activators of human GPR151. PathHunter beta-arrestin GPR151 cells, luminescence. activation, % at 11.2 µM. hit rate 1% among 650,000; in the data active = activation above about 4.9%;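 also: 0% = median of compound wells and 100% = cells with positive control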
Target sequence (Q8TDV0 whole entry, looked up): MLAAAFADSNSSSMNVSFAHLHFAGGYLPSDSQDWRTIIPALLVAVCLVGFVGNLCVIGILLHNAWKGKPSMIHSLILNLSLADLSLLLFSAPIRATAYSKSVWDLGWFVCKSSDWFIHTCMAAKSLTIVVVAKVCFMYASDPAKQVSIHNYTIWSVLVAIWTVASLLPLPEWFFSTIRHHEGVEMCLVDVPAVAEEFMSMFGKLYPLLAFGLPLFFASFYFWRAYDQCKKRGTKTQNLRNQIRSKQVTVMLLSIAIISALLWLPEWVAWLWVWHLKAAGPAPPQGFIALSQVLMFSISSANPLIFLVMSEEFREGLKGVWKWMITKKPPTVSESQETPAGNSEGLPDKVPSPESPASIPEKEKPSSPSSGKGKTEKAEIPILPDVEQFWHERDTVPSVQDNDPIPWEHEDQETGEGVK
MITF primary: inhibitors of human MITF. O75030. inhibition, % at 2.6 µM. hit rate 0.91% among 650,000. AlphaScreen MITF homodimerization, bead proximity signal; in the data active = inhibition above about 50%;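 also: 0% = vehicle wells with protein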
Target sequence (O75030 whole entry, looked up): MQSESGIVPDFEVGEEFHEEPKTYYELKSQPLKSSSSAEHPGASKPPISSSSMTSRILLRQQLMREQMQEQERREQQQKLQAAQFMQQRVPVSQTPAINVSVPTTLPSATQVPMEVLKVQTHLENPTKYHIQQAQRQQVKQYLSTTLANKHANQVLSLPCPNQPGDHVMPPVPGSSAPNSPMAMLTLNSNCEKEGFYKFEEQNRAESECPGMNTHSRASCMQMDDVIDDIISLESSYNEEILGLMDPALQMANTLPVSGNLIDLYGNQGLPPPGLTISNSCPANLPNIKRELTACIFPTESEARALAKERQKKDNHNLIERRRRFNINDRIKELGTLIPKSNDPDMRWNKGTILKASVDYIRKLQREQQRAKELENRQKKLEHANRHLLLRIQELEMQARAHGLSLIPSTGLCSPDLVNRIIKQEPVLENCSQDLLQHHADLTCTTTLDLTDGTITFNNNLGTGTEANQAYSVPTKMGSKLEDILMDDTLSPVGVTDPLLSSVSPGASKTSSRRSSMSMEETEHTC
TEAD-YAP block: TEAD-YAP interaction inhibition; HEK-TIYL cells, TEAD-Gal4/YAP UAS-luciferase luminescence; inhibition, % at 9.12 µM; hit rate 1.4% among 640,000; in the data active = inhibition above about 32%;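 also: 0% = median of test compound wells and 100% = reference inhibitor wells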
FBW7 activator: activators of human E3 ligase FBW7. Q969H0. AlphaScreen FBW7–phospho-cyclin E peptide binding, activator screen. normalized activity (activation), % at 26.1 µM. hit rate 0.13% among 650,000. AID 1259310; in the data active = normalized activity above about 1.9%;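 also: purified mutant Fbw7 with reduced substrate affinity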
Active calls of the source: *; & = joins results of further samples.

SMILES | GPR151 activ | MITF primary | TEAD-YAP block | FBW7 activator
CN(Cc1ccccc1)C(=O)c1cc2nc(-c3ccc(Cl)cc3)cc(C(F)(F)F)n2n1 | 0.2 | -7.9 | -6.5 | -0.1
CCCc1cc(=O)n2[nH]c(NCc3ccc(OC)cc3)nc2n1 | 0.3 | 9.8 | 1.0 | -0.1
O=C(NCc1ccccc1Cl)C(=O)NC1CC1 | -0.9 | 17.6 | 4.0 | 0.3
COc1ccc(N2C(=O)C(Cl)=C(Nc3ccc(C)cc3C)C2=O)cc1 | 0.4 | -15.6 | 17.4 | -0.1
CC(C)(C)NC(=O)C(c1ccccc1F)N(C(=O)c1csnn1)c1ccccc1F (stereo not drawn) | 0.0 | 19.8 | 11.2 | 0.0
COc1ccc(-n2nnnc2SCCCC#N)cc1 | 2.3 | -5.3 | 2.8 | 0.0
CC(=O)OC(C(=O)Nc1cccc(C)c1)C(OC(C)=O)C(=O)Nc1cccc(C)c1 (stereo not drawn) | -0.1 | 7.3 | 17.5 | -0.1
COC(=O)c1ccc(CN2CC(C)CC(C)C2)cc1 (stereo not drawn) | 3.3 | 6.6 | -0.6 | 0.0
CCCNc1ccnc2c(-c3cccc4cccnc34)cnn12 | -1.3 | -5.9 | -16.2 | 0.3
Cc1[nH]c(=O)[nH]c(=O)c1S(=O)(=O)NCc1n[nH]c(=O)c2ccccc12 | -0.4 | 13.2 | 17.5 | 0.4
O=C(CN1C2CCC1CC(NC(=O)NC1CCCCC1)C2)Nc1cccc([N+](=O)[O-])c1 (stereo not drawn) | 0.2 | 8.4 | 3.2 | 0.1
Cc1cccc(NC(=O)Cn2c(=O)oc3cc(S(=O)(=O)N4CCCC4)ccc32)c1 | -0.2 | -2.7 | 4.8 | 0.0
Cc1ccc(NC(=O)/C=N/OC(=O)Nc2ccc(Cl)cc2)cc1 | 0.0 | 17.8 | -37.5 | 0.2
C=CCc1c(C)[nH]c2ccc(Br)cc2c1=S | -0.2 | 13.8 | -3.8 | -0.3
O=Cc1[nH]c(-c2ccccc2)c2ccccc12 | 3.0 | 3.0 | 20.9 | -0.2
O=C(Nc1ccccc1)C(=S)NCc1ccccc1 | -0.4 | 11.9 | -17.4 | -0.2
CCn1c(=O)[nH]c2cc(C(=O)OC)ccc2c1=O | -1.2 | -1.1 | 5.7 | 0.0
CCOC(=O)c1ccc(CN(Cc2ccc(F)cc2)S(=O)(=O)c2ccc(Br)cc2)cc1 | -0.1 | 12.6 | -0.9 | 0.0
CCSc1nnc2nc3[nH]c4c(C)cccc4c3nn12 | 0.9 | 1.2 | -41.0 | 1.7
CCOC(=O)c1c(C)oc2c1c(CN1CCCC1)c(O)c1ccccc12 | -1.3 | 5.6 | -19.5 | -0.1
O=C(NC(=S)Nc1ccccc1F)c1cccs1 | -0.1 | 10.6 | -47.7 | 0.1
COCCNCCOc1ccc(C(C)(C)C)cc1C | -0.8 | 9.4 | 2.2 | -0.1
O=C(NCc1ccco1)C(=O)NCC(c1cccnc1)N1CCN(c2ccccc2)CC1 (stereo not drawn) | 0.2 | -2.3 | 6.4 | -0.1
COc1cccc(C2=NS(=O)(=O)N(C)C(C(=O)N3CCC(C(N)=O)CC3)=C2)c1 | -1.3 | 1.7 | -5.3 | -0.2

Next section; it opens with the four that closed the last part.
SMILES | GPR151 activ | MITF primary | TEAD-YAP block | FBW7 activator
O=C(NC(=S)Nc1ccccc1F)c1cccs1 | -0.1 | 10.6 | -47.7 | 0.1
COCCNCCOc1ccc(C(C)(C)C)cc1C | -0.8 | 9.4 | 2.2 | -0.1
O=C(NCc1ccco1)C(=O)NCC(c1cccnc1)N1CCN(c2ccccc2)CC1 (stereo not drawn) | 0.2 | -2.3 | 6.4 | -0.1
COc1cccc(C2=NS(=O)(=O)N(C)C(C(=O)N3CCC(C(N)=O)CC3)=C2)c1 | -1.3 | 1.7 | -5.3 | -0.2
CSCCC(N=C1NS(=O)(=O)c2ccccc21)C(=O)Nc1cccc(C(C)=O)c1 (stereo not drawn) | 0.1 | 8.4 | 2.6 | 0.1
O=C(OCC1COc2ccccc2O1)c1cc(F)c(F)c(F)c1F (stereo not drawn) | -0.3 | 5.9 | 8.6 | 0.1
CS(=O)(=O)N1CCC(C(=O)Nc2ccc(N=Nc3ccccc3)cc2)CC1 | 1.7 | 10.3 | -14.0 | 0.1
O=C(Cn1c(=O)oc2ccccc21)Nc1ncn[nH]1 | -0.4 | -1.8 | -1.8 | -0.1
O=C(COC(=O)C12CC3CC(CC(Br)(C3)C1)C2)c1ccc([N+](=O)[O-])cc1 | 1.1 | 0.2 | 8.0 | -0.1
CCc1nnc(NC(=O)C(C)Oc2ccccc2)s1 (stereo not drawn) | 0.5 | 6.3 | -2.0 | 0.1
Cc1ccc(-n2cc(-c3ccccc3)c3c(N4CCN(Cc5ccccc5)CC4)ncnc32)cc1Cl | -0.4 | 9.1 | 4.5 | 0.1
Cc1ccnc(NC(=O)Cn2ncc3c2-c2cc(C)ccc2OC3)c1 | -0.1 | -6.5 | -1.2 | -0.2
CC1(C)CC(NC(=O)c2ccc(OC3CCN(Cc4ccccn4)CC3)cc2)CCO1 (stereo not drawn) | 0.1 | 10.8 | 3.5 | 0.1
Cc1noc(C)c1-c1cccc(C(=O)NC2CC2)n1 | -0.5 | 4.0 | -3.5 | 0.3
Cc1c(C)n2c(SCC(=O)Nc3ccccc3C(F)(F)F)nnc2[nH]c1=O | -0.4 | 1.9 | 17.2 | 0.2
Cc1cccc(NS(=O)(=O)c2cc(C(=O)N3CCOCC3)ccc2Cl)c1 | 0.6 | -6.4 | 1.9 | 0.1
Cc1cc(SCC(=O)N/N=C/c2cccc(O)c2)c2ccccc2n1 | -0.2 | -10.7 | -8.0 | -0.2
CC(=O)c1ccc(NC(=O)c2cnn3c(C(F)(F)F)cc(-c4ccc(C)cc4)nc23)cc1 | -0.2 | -5.9 | 9.4 | 0.6
COc1ccc(Cl)cc1S(=O)(=O)N1CCN(CCC(=O)Nc2ccccc2F)CC1 | -0.6 | 5.0 | 1.3 | -0.1
CC(C)(C)C1(C)NN=C2Sc3ccccc3N21 (stereo not drawn) | -1.9 | 20.0 | -14.2 | 0.2
Cn1c(=O)c2c(nc(SCC(=O)N3CCOCC3)n2Cc2ccccc2Cl)n(C)c1=O | -0.1 | 13.2 | -0.2 | 0.3
CCOC(=O)c1csc(NC(=O)c2ccc([N+](=O)[O-])o2)n1 | -0.3 | -8.6 | 10.6 | 0.2
O=C1c2ccccc2NC(c2cccc(F)c2)N1Cc1ccccc1 (stereo not drawn) | -1.1 | 2.5 | -12.2 | -0.1
Cn1c(-c2ccccc2)cnc1NCc1cccc(O)c1 | 0.4 | 20.1 | -7.1 | 0.1
COc1ccc(CN2CCN(Cc3ccc(CO)o3)CC2CCO)c(F)c1 (stereo not drawn) | -0.8 | 6.1 | 6.0 | 0.1
COc1ccccc1S(=O)(=O)n1cc(Cc2ccccc2)c(N)n1 | 0.0 | -25.0 | 7.4 | -0.3
CCN1C(=O)c2ccc(C(=O)Nc3ccc(OC)c(O)c3)cc2C1=O | -1.4 | 3.9 | 5.4 | 0.2
COCCn1c(=O)c2c(nc3n2CCN3c2cccc(C)c2C)n(C)c1=O | 3.6 | 6.6 | -2.1 | -0.2
CCOC(=O)N1CCC(NC(=O)c2ccc3c(c2)N(C)CCS3)CC1 | -0.9 | 20.1 | 1.1 | 0.7
O=C(Nc1ccc2c(c1)OCO2)c1cccs1 | -5.2 | 4.3 | -45.0 | 0.1
OCCCNc1ccc2ncc(-c3cccc(O)c3)n2n1 | -0.1 | -10.8 | 72.0* | -0.4
CSc1nc(NN)c2c3c(sc2n1)COC(C)(C)C3 | 1.5 | -7.3 | -12.4 | -0.1
CN(C)C(=O)C(CCN1CCC(O)(c2ccc(Cl)cc2)CC1)(c1ccccc1)c1ccccc1 | 0.4&1.8&2.0&2.2&0.2 | 3.8&3.8&1.8&-8.6&0.3 | -3.9&-10.0 | -0.2&-0.2&-0.1&-0.2&-0.1
CCN(CC)CCC(=O)N1CCc2c(cnc(C)c2CNC(=O)/C=C/c2cccs2)C1 | 3.2 | -14.2 | -9.0 | -0.2
O=C(CN1CCN(CC(=O)Nc2ccccc2C(F)(F)F)CC1)Nc1ccc(F)cc1F | 0.3 | -10.8 | -25.4 | 0.0
O=C(CCn1c(=S)[nH]c2cc3c(cc2c1=O)OCO3)NCCc1ccccc1Cl | -0.3 | -4.4 | -3.6 | 0.2
CC1CCC(NC(=O)C2CCC(CNc3c(N4CCC(C)CC4)c(=O)c3=O)CC2)CC1 (stereo not drawn) | 3.0 | 6.2 | 6.5 | 0.3
C/C(=N\N1CCN(C)CC1)c1ccncc1 | -1.4 | 40.0 | -8.9 | 0.6
COc1cccc(OC)c1C(=O)Nc1ccc(Cl)c(Cl)c1 | -0.9 | 9.5 | -0.9 | 0.0
Cc1ccc(CN2CCNC(=O)C2CC(=O)NCCCn2cccn2)o1 (stereo not drawn) | 1.4 | 5.6 | 6.8 | 0.0
O=C(c1ccc(CS(=O)(=O)c2ccc(Br)cc2)o1)N1CCCCCC1 | -0.5 | -3.0 | -6.6 | 0.2
C=CCNc1nc2nonc2nc1NCCCOC | -1.6 | 10.6 | 5.4 | 0.1
CCS(=O)(=O)N1CCN(C2CCN(Cc3ccccc3)CC2)CC1 | 0.6 | 27.2 | 13.3 | 0.0
O=C1C(=O)N(c2ccc(Br)cc2)C(=O)N1c1ccc(Cl)cc1 | -0.7 | 2.4 | -2.8 | 0.3
CCOC(=O)C(C)Oc1cc2oc(=O)c3c(c2cc1Cl)CCC3 (stereo not drawn) | -0.2 | 10.9 | 5.5 | 0.0
CCOC(=O)c1ccc(NC(=O)c2cc(-c3ccc(C)cc3)nc3ccccc23)cc1 | 0.4 | -1.1 | 1.8 | 0.0
COC(=O)Cc1ccc(N(Cc2ccccc2F)S(=O)(=O)c2cc(C)ccc2C)cc1 | 1.3 | 0.5 | 1.1 | -0.1
COc1ccc(Br)cc1/C=C1\N=C(c2ccc(Cl)c(Cl)c2)OC1=O | 1.3 | -3.5 | -3.3 | -0.1
COC(=O)c1sc2nc(C)nc(SCC(=O)N(C)CCC#N)c2c1C | 0.1 | 10.6 | 5.7 | 0.0
O=C(Oc1ccc(OCc2ccccc2)cc1)c1ccc([N+](=O)[O-])cc1 | -1.2 | -4.6 | 0.7 | -0.1
CCOC(=O)/C(C#N)=C/c1c(Oc2ccc(F)cc2)nc2c(C)cccn2c1=O | -0.9 | -4.8 | 1.2 | 0.0
CC(C)CC[n+]1ccccc1/C=C/c1ccc(N(C)C)cc1 | 1.2 | 6.3 | 91.3* | -0.2

Pulled by compound from the entries so far, three records:
SMILES | GPR151 activ | MITF primary | TEAD-YAP block | FBW7 activator
CC(C)CC[n+]1ccccc1/C=C/c1ccc(N(C)C)cc1 | 1.2 | 6.3 | 91.3* | -0.2
C=CCNc1nc2nonc2nc1NCCCOC | -1.6 | 10.6 | 5.4 | 0.1
CCS(=O)(=O)N1CCN(C2CCN(Cc3ccccc3)CC2)CC1 | 0.6 | 27.2 | 13.3 | 0.0

The listing continues.
SMILES | GPR151 activ | MITF primary | TEAD-YAP block | FBW7 activator
CCN(CC)C(=O)C(=O)Nc1cc(Cl)ccc1OC | 2.0 | 16.6 | -6.6 | 0.1
CC(Oc1ccccc1)c1nc2ccccc2n1C (stereo not drawn) | 0.1 | -7.7 | -9.2 | 0.1
COCCn1nnnc1CN(CCO)Cc1cc2cc(OC)c(OC)cc2[nH]c1=O | 0.8 | 4.1 | 19.1 | -0.1
O=[N+]([O-])c1ccc(SCCO)c2ncccc12 | 0.8 | -13.2 | -10.2 | -0.3
Cc1ccc2onc(CNC(=O)N3CCN(c4ccc(F)cc4)CC3)c2c1 | 0.2 | -12.2 | 2.4 | -0.1
CN1C(=O)C(C)(C)c2cc(S(=O)(=O)N3CCCC3C(=O)NC3CCCCCC3)ccc21 (stereo not drawn) | 1.4 | 1.0 | 0.2 | -0.1
O=C1c2oc3ccccc3c(=O)c2C(c2cccc(Oc3ccccc3)c2)N1CCCO (stereo not drawn) | -0.8 | -1.5 | 10.0 | -0.3
Cc1ccc(C(C)C)c(OCc2nc3ccccc3n2C(C)c2ccccc2)c1 (stereo not drawn) | 2.0 | 4.9 | 10.3 | -0.2
C=CCOc1ccc(-c2nc3s/c(=C4\C(=O)N(CC)c5ccccc54)c(=O)n3n2)cc1 | -0.3 | -0.5 | 6.6 | 0.0
CC(C)OCCNC(=O)C1CC(=O)c2sc(NC(=O)C3CCC3)nc2C1 (stereo not drawn) | -1.0 | -6.9 | -55.0 | -0.1
O=C(Nc1nc2ccc(F)cc2s1)c1c(O)c2ccccc2[nH]c1=O | 0.7 | 15.7 | 5.9 | 0.7
N#Cc1c(-c2ccco2)cc(-c2cccs2)nc1N | 0.1 | -4.3 | 6.1 | -0.2

Just TEAD-YAP block, FBW7 activator and GPR151 activ, for some of the entries so far:
compound	TEAD-YAP block	FBW7 activator	GPR151 activ
CCS(=O)(=O)N1CCN(C2CCN(Cc3ccccc3)CC2)CC1	13.3	0.0	0.6
O=Cc1[nH]c(-c2ccccc2)c2ccccc12	20.9	-0.2	3.0

Next part:
SMILES | GPR151 activ | MITF primary | TEAD-YAP block | FBW7 activator
COCCNC(=O)c1nnc(Cc2cccc(F)c2)o1 | -2.7 | -6.0 | -13.7 | -0.2
CSc1ccc(C2SCC(=O)N2c2ccccc2F)cc1 (stereo not drawn) | -1.5 | 16.1 | 3.0 | 0.2
Cc1ccc(P(=Nc2ccccc2Br)(N2CCCC2)N2CCCC2)o1 | -0.2 | -7.2 | 15.8 | -0.1
CCCCCCc1cc2c(=O)c(-c3csc(C)n3)coc2cc1OCC(=O)OCC | -0.3 | -7.3 | -9.0 | 0.0

Compound activity as filed in PubChem.
